Screening data deposited in PubChem by National Center for Advancing Translational Sciences (NCATS).
Tb PYK inh – T. brucei pyruvate kinase inhibition; AID 624173; Q57TT1; actives 0.12% (n = 410,000); Potency, µM (highest dose often 76.8 µM), inactives show at the top dose activity, negative = inhibition, most hits filed as inhibitors; TbPYK enzyme, Kinase-Glo Plus ATP luminescence, 45 min; further: potency means the concentration at half of the fitted maximal effect; on the % scale 0 is the no-effect control and ±100 the full control effect; nearly all actives have a fitted effect of over 50% in size
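Activity of T. brucei pyruvate kinase was followed by Kinase-Glo Plus luminescence after the enzyme reacted 45 min at room temperature with 130 uM ADP (final) and substrate. Test compounds were added before ADP at multiple concentrations.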
AMA1 RON2 block – disrupts binding of P. falciparum AMA1 to RON2 | AlphaScreen AMA1-biotinylated RON2 peptide binding | AID 720542 | Potency, µM (series often up to 58.2 µM), inactives show at the highest dose activity change, negative = inhibition, usual class: inhibitors | actives 0.2% (n = 360,000);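 further: potency means the concentration at half of the fitted maximal effect; 0% = vehicle wells and -100% = peptide control; nearly all actives have a fitted effect of over 45% in size; some results filed as inactive show a strong effect at the top dose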
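AMA1 (3D7) with his tag at 25 nM final met compounds first, then biotinylated RON2 peptide at 25 nM; detection used donor plus acceptor beads, 10 µg/mL apiece, read by AlphaScreen after 30 min at room temperature.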
Cycloheximide cs – counter-screen hit for Shiga toxin inhibitors, cycloheximide; cell reporter, cycloheximide protein synthesis inhibition counterscreen; max response, %; actives 12% (n = 300,000); in the data active means max response mostly above about 13%, no sharp cut-off; inactive means mostly below about 14%; further: read at 38.3 µM for the half of the compounds with a filed dose; 0% is about no effect
Shiga toxin inh – blocks Shiga toxin action in Vero cells; actives 9.2% (n = 290,000); inhibition, % at 38.7 µM; Vero cells, Shiga toxin protein synthesis inhibition reporter; AID 2315; in the data active means inhibition mostly above about 28%, no sharp cut-off; inactive means mostly below about 43%; further: 0% is about no effect
Active calls of the source: *; nt = no result given; & = joins results of further samples. Unless noted, the call rests on the fitted dose curve; in most records, active means well fitted curve in the direction sought with a large enough effect; inconclusive means small, poorly fitted or top-dose-only effect, or another doubt; inactive means no such curve, though single readings can be large; an effect the other way counts as inactive or inconclusive. An excerpt; the hit share may differ from the screen's.

SMILES | Tb PYK inh | AMA1 RON2 block | Cycloheximide cs | Shiga toxin inh
C[C@@H]1CC[C@]2(C(=O)O)CC[C@]3(C)C(=CCC4[C@@]5(C)C[C@@H](O)[C@H](O)[C@@](C)(CO)C5CC[C@]43C)C2[C@H]1C (stereo not given in full) | nt | nt | -1 | -10
CC1(C)[C@@H](O[C@H]2O[C@H](C(=O)O)[C@@H](O)[C@H](O)[C@H]2O[C@@H]2O[C@H](C(=O)O)[C@@H](O)[C@H](O)[C@H]2O)CC[C@]2(C)[C@H]3C(=O)C=C4[C@@H]5C[C@@](C)(C(=O)O)CC[C@]5(C)CC[C@@]4(C)[C@]3(C)CC[C@@H]12 | nt | nt | -2 | -3
O=C(c1ccc(F)cc1)C1CCN(CCn2c(=O)[nH]c3ccccc3c2=O)CC1 | nt | nt | -4 | -4
COc1cc2c(c(OC)c1OC)-c1c(cc(OC)c(OC)c1OC)CC(C)C(C)C2 (stereo not given) | nt | nt | 8 | 32*
CCOC(=O)c1sc(NC(=O)c2c(-c3ccccc3)c(-c3ccccc3)nn(C)c2=O)nc1C | -3% | nt | nt | nt
Cc1cccc(N(C)C(=S)Oc2ccc3c(c2)CCC3)c1 | 0% | nt | nt | nt
COc1cc(C=O)ccc1O | 5% | nt | nt | nt
CCCCCCCCCCCC[N+](C)(C)Cc1ccccc1 | -2% | nt | nt | nt
CNS(=O)(=O)CCc1ccc2[nH]cc(C3CCN(C)CC3)c2c1 | 0% | nt | nt | nt
Cc1cccc(Cc2c(C)nc3c(-c4ccccc4)c(C)[nH]n3c2=O)c1 | 4% | nt | nt | nt
Cc1c(Cl)cccc1NC(=O)Cn1cc(C(=O)C2CCCCC2)c2ccccc21 | -9% | nt | nt | nt
Cc1ccc(C)c(Nc2nc3nonc3nc2Nc2cccc(C)c2C)c1 | 5% | nt | nt | nt
CCOC(=O)c1ccc(NC(=O)c2cc(=O)c3ccc(C)c(C)c3o2)cc1 | -1% | nt | nt | nt
CCOc1ccc2nc(N3CCC(C(=O)Nc4ccccc4CC)CC3)sc2c1 | -1% | nt | nt | nt
CN(C)C(=O)CNC(=O)Cc1ccccc1 | 0% | nt | nt | nt
O=C1c2c(O)cccc2[C@@H]([C@@H]2O[C@H](CO)[C@@H](O)[C@H](O)[C@H]2O)c2cc(CO)cc(O)c21 | -16% | nt | nt | nt
CC(C)OCc1cc(CN2CCN(c3ccccc3)CC2)c(O)c2ncccc12 | 0% | nt | nt | nt
O=C(O)c1ccc(-n2nc(-c3ccccc3O)nc2-c2ccccc2O)cc1 | -8% | nt | nt | nt
NC(=O)C[C@@H](N)C(=O)O | -3% | nt | nt | nt
O=C(Nc1cccc(Cl)c1)Nc1ncc(CCNc2ncnc3ccsc23)s1 | 0% | nt | nt | nt
C=Cc1ccccc1 | 8% | nt | nt | nt
CC1(C(=O)O)CCC2(C)CCC3(C)C(=CC(=O)[C@@H]4C5(C)CC[C@H](O[C@H]6O[C@H](C(=O)O)C(O)C(O)[C@H]6O[C@@H]6O[C@H](C(=O)O)C(O)C(O)C6O)C(C)(C)[C@@H]5CCC43C)[C@@H]2C1 (stereo not given in full) | 9% | nt | nt | nt
O=[N+]([O-])c1cncn1CCN1CCOCC1 | -1% | 15% | nt | nt
CN(C)CC/C=C1/c2ccccc2COc2ccc(CC(=O)O)cc21 | -9% | -5% | nt | nt
O=C(O)Cc1sc(-c2ccccc2)nc1-c1ccc(Cl)cc1 | 4%&0%&0% | -4% | nt | nt
CCCCCCCCCCCCCCC[C@@H](O)[C@@H](N)CO | 8% | 12% | nt | nt

Of the compounds above, 2 contain an aryl methoxy group.
SMILES | Tb PYK inh | AMA1 RON2 block | Cycloheximide cs | Shiga toxin inh
COc1cc2c(c(OC)c1OC)-c1c(cc(OC)c(OC)c1OC)CC(C)C(C)C2 (stereo not given) | nt | nt | 8 | 32*
COc1cc(C=O)ccc1O | 5% | nt | nt | nt

Gathered by group, those above with nitrogen in an aromatic ring.
SMILES | Tb PYK inh | AMA1 RON2 block | Cycloheximide cs | Shiga toxin inh
O=C(c1ccc(F)cc1)C1CCN(CCn2c(=O)[nH]c3ccccc3c2=O)CC1 | nt | nt | -4 | -4
CCOC(=O)c1sc(NC(=O)c2c(-c3ccccc3)c(-c3ccccc3)nn(C)c2=O)nc1C | -3% | nt | nt | nt
CNS(=O)(=O)CCc1ccc2[nH]cc(C3CCN(C)CC3)c2c1 | 0% | nt | nt | nt
Cc1cccc(Cc2c(C)nc3c(-c4ccccc4)c(C)[nH]n3c2=O)c1 | 4% | nt | nt | nt
Cc1c(Cl)cccc1NC(=O)Cn1cc(C(=O)C2CCCCC2)c2ccccc21 | -9% | nt | nt | nt
Cc1ccc(C)c(Nc2nc3nonc3nc2Nc2cccc(C)c2C)c1 | 5% | nt | nt | nt
CCOc1ccc2nc(N3CCC(C(=O)Nc4ccccc4CC)CC3)sc2c1 | -1% | nt | nt | nt
CC(C)OCc1cc(CN2CCN(c3ccccc3)CC2)c(O)c2ncccc12 | 0% | nt | nt | nt
O=C(O)c1ccc(-n2nc(-c3ccccc3O)nc2-c2ccccc2O)cc1 | -8% | nt | nt | nt
O=C(Nc1cccc(Cl)c1)Nc1ncc(CCNc2ncnc3ccsc23)s1 | 0% | nt | nt | nt
O=[N+]([O-])c1cncn1CCN1CCOCC1 | -1% | 15% | nt | nt
O=C(O)Cc1sc(-c2ccccc2)nc1-c1ccc(Cl)cc1 | 4%&0%&0% | -4% | nt | nt
